Compound activity: PubChem, several laboratories
FadD28 binding – inhibitors of FadD28 bisubstrate probe binding, primary screen, biochemical, fluorescence polarization, single point; Mycobacterium tuberculosis FadD28 fatty-acid-AMP ligase; inhibition, % at 12.5 µM; actives 0.22% (n = 360,000); AID 588549, 2011; in the data active means inhibition above about 8.5%, passing the limit was not always enough
PfHsp40 yeast – rescue of yeast from PfHsp40 toxicity, primary screen, S. cerevisiae, ATP luminescence; growth rescue, % at 12.5 µM; AID 504582, 2011; actives 0.68% (n = 340,000); S. cerevisiae expressing PfHsp40, growth rescue; in the data active means growth rescue above about 28%, passing the limit was not always enough;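 further: yeast W303a lacking pdr1 and pdr3 grown in galactose medium; growth measured after three days at 30 °C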
Yp Topo-I inh – Yersinia pestis topoisomerase I inhibitors, primary screen, biochemical, cleavage product accumulation, plate reader, single point. DNA topoisomerase I (Yersinia pestis CO92). actives 0.064% (n = 360,000). Y. pestis Topo-I cleavage product accumulation. activity, % at 10 µM. AID 504884, 2011; in the data active means activity above about 50%, passing the limit was not always enough; further: inactives centre near 2
Mtb BioA inh – M. tuberculosis BioA enzyme inhibitors, primary screen, biochemical, plate reader, single point, HTS. 7,8-diaminopelargonic acid synthase BioA (Mycobacterium tuberculosis). purified M. tuberculosis BioA enzyme. inhibition, % at 9.99 µM. actives 0.096% (n = 360,000). AID 602481, 2012; in the data active means inhibition above about 40%
Mtb UGM inh – M. tuberculosis UGM enzyme inhibitors, primary screen, biochemical, fluorescence polarization, single point; UDP-galactopyranose mutase (Mycobacterium tuberculosis (strain ATCC 25618 / H37Rv)), …; purified UGM, fluorescence polarization probe displacement; inhibition, % at 10 µM; actives 0.06% (n = 320,000); in the data active means inhibition above about 10%, passing the limit was not always enough
Target sequence (P9WIQ1 whole entry, looked up): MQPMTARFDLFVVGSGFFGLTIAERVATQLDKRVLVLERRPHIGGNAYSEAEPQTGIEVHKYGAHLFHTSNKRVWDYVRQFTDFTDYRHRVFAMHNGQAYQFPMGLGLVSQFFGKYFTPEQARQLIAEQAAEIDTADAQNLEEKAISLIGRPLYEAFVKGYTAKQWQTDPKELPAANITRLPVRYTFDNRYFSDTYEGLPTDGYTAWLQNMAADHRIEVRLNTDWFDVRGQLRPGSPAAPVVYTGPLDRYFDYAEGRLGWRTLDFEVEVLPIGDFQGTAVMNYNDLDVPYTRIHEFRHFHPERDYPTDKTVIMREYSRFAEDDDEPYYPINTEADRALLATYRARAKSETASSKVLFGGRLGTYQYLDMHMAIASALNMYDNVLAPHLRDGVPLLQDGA
FBA Mtb inh – Mtb FBA enzyme inhibitors, primary screen, biochemical, fluorescence, strain H37Rv. inhibition, % at 1 µM. purified M. tuberculosis FBA, fluorescence read-out. Fructose-bisphosphate aldolase (Mycobacterium tuberculosis (strain ATCC 25618 / H37Rv)), …. actives 2.3% (n = 360,000). AID 588726, 2011; in the data active means inhibition above about 27%;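 further: 0% = vehicle and 100% = reference inhibitor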
Target sequence (P9WQA3 whole entry, looked up): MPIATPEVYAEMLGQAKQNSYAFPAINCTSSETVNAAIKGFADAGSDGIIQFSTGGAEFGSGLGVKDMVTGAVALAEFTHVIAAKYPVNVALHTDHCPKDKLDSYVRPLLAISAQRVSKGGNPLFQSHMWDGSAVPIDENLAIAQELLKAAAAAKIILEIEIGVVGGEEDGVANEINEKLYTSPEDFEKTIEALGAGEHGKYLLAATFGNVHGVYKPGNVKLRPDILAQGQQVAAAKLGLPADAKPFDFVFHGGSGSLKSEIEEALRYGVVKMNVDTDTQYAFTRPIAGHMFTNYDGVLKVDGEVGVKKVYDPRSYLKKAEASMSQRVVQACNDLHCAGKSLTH
BH1578 lux ind – inducers of Vibrio cholerae quorum light production without autoinducers, primary screen, BH1578 luxS cqsA deficient, single point | actives 0.16% (n = 350,000) | AID 588436, 2011 | V. cholerae BH1578 lux reporter, luminescence, 6 h | activation, % at 18.7 µM; in the data active means activation mostly above about 9.7%, no sharp cut-off; further: not every result past the cut was called active; inactives centre near 0; reference of the scale not given here
GDH-TPI counter – GDH-TPI coupling enzyme inhibitors, primary screen, artefact control for M. tuberculosis FBA inhibitor project, biochemical, absorbance, full deck; GDH-TPI coupled enzyme counterscreen, NADH absorbance; inhibition, % at 4.8 µM; actives 1.2% (n = 360,000); AID 588335, 2011; in the data active means inhibition above about 30%;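 further: 0% = DMSO wells and 100% = wells lacking the enzyme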
TcdB GH inh – TcdB glycohydrolase inhibitors, primary screen, biochemical, single point, plate reader. actives 0.24% (n = 350,000). inhibition, % at 9.99 µM. Toxin B (Clostridioides difficile), P18177. TcdB glycohydrolase enzymatic assay; in the data active means inhibition above about 10%
Starred values were filed as active, the others as inactive; i = inactive; . = not tested or not shown; & = joins results of further samples.

Start of the listing, in advance, two compounds:
#	compound	FadD28 binding	PfHsp40 yeast	Yp Topo-I inh	Mtb BioA inh	Mtb UGM inh	FBA Mtb inh	BH1578 lux ind	GDH-TPI counter	TcdB GH inh
1	N#Cc1ccccc1-n1c(N)c(C(=O)N2CCCC2)sc1=S	-1.8	-1.1	0.5	-0.2	3.9	0.8	-7.0	17.9	.
2	O=C1N=C(N2CCOCC2)S/C1=C/c1cc2c(cc1[N+](=O)[O-])OCO2	-1.7	-0.2	1.6	-0.3	1.9	0.1	-0.1	10.2	-1.6

All compounds of this part (from the top)
#	compound	FadD28 binding	PfHsp40 yeast	Yp Topo-I inh	Mtb BioA inh	Mtb UGM inh	FBA Mtb inh	BH1578 lux ind	GDH-TPI counter	TcdB GH inh
1	N#Cc1ccccc1-n1c(N)c(C(=O)N2CCCC2)sc1=S	-1.8	-1.1	0.5	-0.2	3.9	0.8	-7.0	17.9	.
2	O=C1N=C(N2CCOCC2)S/C1=C/c1cc2c(cc1[N+](=O)[O-])OCO2	-1.7	-0.2	1.6	-0.3	1.9	0.1	-0.1	10.2	-1.6
3	CC(c1cccnc1)N(CCN(C)C)C(=O)Nc1ccc(Cl)c(Cl)c1 (configuration not stated)	-0.9	-0.1	9.0	2.2	0.4	3.7	-0.2	9.0	1.2
4	COc1cc(CN2CCCCCC2)cc(Br)c1O	-1.0	-1.1	-8.1	-3.1	-0.9	-0.5	-0.4	19.6	-1.1
5	COc1cc(NC(=O)c2cccc(COCC(F)(F)C(F)F)c2)cc(OC)c1OC	-0.3	0.8	-6.4	.	1.6	0.0	-0.3	1.4	.
6	O=C(NCCCC(NC(=O)OCc1ccccc1)C(=O)O)OCc1ccccc1 (configuration not stated)	2.4	1.1	2.5	-1.7	-1.9	1.1	-0.3	-2.8	0.8
7	CCS(=O)(=O)N1CCN(c2ccc(C(=O)N3CCOCC3)cc2[N+](=O)[O-])CC1	1.6	-1.5	5.6	-0.3	0.2	-0.1	-0.5	10.1	1.2
8	Cc1ccc(S(=O)(=O)CC(O)COc2ccc(C#N)cc2)cc1 (configuration not stated)	-0.9	-0.3	2.8	0.7	-1.7	-2.4	-0.6	-3.5	0.0
9	CCCCN(C)CCN1C(=O)C2C(C(=O)Nc3cccc(OC)c3)C3C=CC2(O3)C1C(=O)NC1CCCCC1C (configuration not stated)	-0.4	-1.1	0.0	-0.1	0.6	-0.6	i	1.9	1.0
10	COc1cc(NS(=O)(=O)c2ccc(N/C=C(\C=O)c3nc4ccccc4o3)cc2)nc(OC)n1	-11.2	-1.3	-1.0	.	-3.3	-1.9	i	2.2	.
11	Cc1ccc(S(=O)(=O)NCC(=O)OCC(=O)N(Cc2ccccc2)C(C)(C)C)cc1	-3.1	0.6	12.4	.	2.6	-1.8	-0.2	4.1	4.8
12	O=C(NCc1ccccc1)C1=C[C@H](c2coc3ccccc3c2=O)C[C@H](OCc2ccc(CO)cc2)O1	-4.9	1.5	31.4	-2.1&-1.3	1.7	0.2	i	-3.1	-1.2&-0.1
13	COc1cccc(CNc2ccc(S(N)(=O)=O)cc2)c1OC	1.8	-0.3	-5.2	0.0	0.0	-0.4	-1.1	0.0	.
14	COCCCNCCCCOc1ccc(Br)cc1Cl	-1.1	1.0	1.3	1.8	-1.3	-0.6	-0.5	1.5	1.0
15	COc1ccc(CC(=O)Nc2c(C(N)=O)oc3ccccc23)cc1OC	-1.6	-0.3	1.6	0.6	0.7	2.6	5.9	-6.9	0.6
16	NC(=O)CC(NC(=O)c1ccccc1)c1ccc(NCc2ccc(F)cc2)c([N+](=O)[O-])c1 (configuration not stated)	-0.4	1.8	11.9	-0.4	-0.1	0.3	-1.0	8.4	.
17	CC(C)N(Cc1ccccc1)S(=O)(=O)c1ccc(F)cc1	-2.2	-0.6	8.7	-0.5	-0.6	0.4	0.0	-1.7	-0.5
18	Cc1cccc(N2CCN(C(=O)c3ccc(N4CCCC4=O)cc3)CC2C)c1 (configuration not stated)	-4.2	-0.4	12.6	0.9	0.7	-1.4	-1.3	-6.9	.
19	CCOc1ccccc1NC(=O)COC(=O)C(CC(C)C)N1C(=O)C2CC=CCC2C1=O (configuration not stated)	0.4	1.2	23.1	.	0.0	1.1	-0.3	-9.8	.
20	COc1cccc(OC)c1C(=O)Nc1cccc(-c2ccc3nncn3n2)c1	-4.6	0.4	2.3	-0.7	0.2	-1.7	-0.6	3.4	1.3
21	CN(Cc1cccs1)C(=O)CN1CCN(S(=O)(=O)c2ccc3c(c2)OCCCO3)CC1	0.1	0.1	1.1	-1.6	.	-3.7	-1.4	5.8	0.4
22	Cc1cc(C)nc(/N=C(\N)Nc2ccc(S(=O)(=O)Nc3nccc(C)n3)cc2)n1	-0.6	0.3	15.7	-0.6	0.8	-0.3	-0.1	0.6	0.4
23	CC1CCN(S(=O)(=O)c2ccc(NC(=O)CN3CCCC3)cc2)CC1	0.0	0.0	-1.3	-2.2	3.8	-0.6	-0.3	-1.5	0.9
24	COc1ccccc1NC(=O)c1nc[nH]c1C(=O)Nc1ccccc1OC	-0.4	-2.0	7.7	0.0	-0.3	2.2	i	14.5	.
25	CCc1cc(=O)oc2cc(C)cc(OCC(=O)NC3CCN(Cc4ccccc4)CC3)c12	0.2	1.3	12.7	-0.9	-1.6	40.5*	-5.9	14.7	0.4
26	CC1CC(C)CN(S(=O)(=O)N2CCC(C(=O)NCCc3ccccc3)CC2)C1 (configuration not stated)	-2.3	2.0	3.4	-3.2	1.4	-0.2	12.2	1.5	0.6
27	COC(=O)c1cccc(NS(=O)(=O)c2cccs2)c1C	-4.8	0.0	4.1	-0.4	-0.2	1.5	-0.3	19.1	.
28	CCCCn1c(=O)c(CCC(=O)OCC(=O)NCc2ccc(OC)c(OC)c2)nc2ccccc21	-3.5	0.3	3.7	.	-2.2	2.2	-1.5	6.0	0.9
29	CCCCNC(=O)C1CC(c2c(Cl)cccc2Cl)=NO1 (configuration not stated)	0.7	-0.6	6.5	0.3	-1.4	5.1	-8.3	7.6	0.7
30	CCOc1ccc(N=Nc2c(=O)[nH]n3c(=O)c4c([nH]c23)CCCC4)cc1	-0.3	-0.5	16.4	.	-1.0	-4.9	i	9.2	.
31	CCOC(=O)C1(C(=O)OCC)CC1c1ccccc1 (configuration not stated)	-2.2	0.8	-3.6	-1.2	1.4	-0.5	-0.3	2.7	.
32	O=C(O)c1cccc(N2C(=O)Nc3ccccc3N2O)c1	-1.9	1.0	4.7	-1.5	2.9	17.2	-1.4	1.6	.
33	COc1cccc(CC(NC(C)=O)C(=O)NC2CCN(c3nc(C)cc(C)c3C#N)CC2)c1OC (configuration not stated)	-0.6	-0.4	-10.4	-3.9	2.4	12.3	.	-2.0	.
34	COc1cc2c(cc1OC)[C@@H](NC(=O)C(C)C)[C@H](OCc1ccccc1)C2	-0.6	0.6	-1.4	-0.1	.	-1.0	i	7.5	1.2
35	O=S(=O)(c1ccc2nnn(OCc3ccccc3)c2c1)N1CCOCC1	-3.3	0.9	12.4	1.1	-1.1	3.5	0.7	-12.1	0.8
36	COC(CNC(=O)c1ccc2c(c1)nc(C)n2-c1cccc(F)c1)OC	-1.8	0.3	2.6	2.2	-1.6	-2.0	i	-4.9	0.4
37	CCN(CC)C(=O)C1CCCN(Cc2ccccc2)C1 (configuration not stated)	-3.1	-0.3	-3.8	-0.5	2.8	1.1	i	-8.3	1.6
38	O=C1NC(=S)SC1=Cc1ccc2c(c1)OCO2	-0.2	0.4	4.3	0.7	.	-0.2	-0.4	3.9	1.0
39	CC1(C)Cn2c(nnc2-c2cccc(O)c2)S1	1.7	0.4	-1.9	-0.8	0.3	5.7	-1.4	-4.3	.
40	CCCCN(CCCC)c1cn[nH]c(=O)c1Cl	-2.4	-0.2	12.5	2.0	5.0	1.4	-0.7	9.1	.
41	O=c1c2ccccc2nc(-c2ccc([N+](=O)[O-])cc2)n1-c1ccccc1	-0.6	-1.1	-2.4	-0.8	2.0	1.0	-0.2	-6.3	0.6
42	O=S(=O)(NC1CCCCCCC1)c1ccccc1F	-3.0	3.3	13.8	0.5	-1.7	-0.9	-0.3	-1.5	1.1
43	Cc1noc(C)c1S(=O)(=O)NCc1ccc(CN(C)C)cc1	0.4	-1.3	-5.5	-0.4	-0.5	2.1	i	1.3	0.5
44	CC1CCCN(C(=O)c2cccc(S(=O)(=O)N3CCCC3)c2)C1 (configuration not stated)	0.3	1.8	-2.9	-6.5	6.9	2.9	i	5.3	1.4
45	COc1ccc(-c2nnc(SCc3ccc(C(=O)O)cc3)n2N)cc1	-4.9	-0.8	-2.0	0.3	-1.9	3.3	-3.7	-2.6	0.8
46	CCCCn1c(SC(C)C(N)=O)nc2cc(C(=O)OC)ccc2c1=O (configuration not stated)	-2.1	-3.1	-3.5	-3.0	-4.0	3.7	i	8.4	.
47	O=C(Nc1ccc2cn[nH]c2c1)c1ccc(S(=O)(=O)N2CCOCC2)cc1	-4.9	1.1	-17.6	.	0.7	-0.4	-0.4	3.1	-1.0
48	O=[N+]([O-])c1ccc(SCc2c(F)cccc2Cl)nc1	-1.8	1.1	0.0	.	-2.9	-1.6	-0.5	20.1	1.9
49	COc1ccc(-c2csc(C(C#N)=C(O)CSc3nccn3C)n2)cc1OC	2.4	-1.4	1.9	2.1	.	2.4	i	21.1	2.8
50	Cc1nc(NC2=NCN(CCCN3CCOCC3)CN2)nc2c(C)cccc12	-0.2	-0.7	9.4	-0.4	0.1	5.3	2.9	10.8	.
51	Cc1cc(C(=O)O)ccc1NCc1cccnc1	-1.1	-1.5	-4.4	0.1	-2.4	-0.4	0.0	7.4	-0.6
52	COc1ccc(CNC(=O)Cn2cccc2C(=O)c2ccccc2)cc1	0.1	-0.8	5.4	-0.6	0.5	-0.8	i	11.2	0.5
53	CCCCCNC(=O)C(C)Sc1ccc(Cl)cc1 (configuration not stated)	0.0	-1.4	9.4	.	-2.2	-2.9	i	6.3	.
54	c1ccc(-c2[nH]ncc2CN2CCN(Cc3ccc4c(c3)OCO4)CC2)cc1	-1.0	-1.8	-7.2	.	-0.5	-3.0	i	-1.5	0.7
55	CC(C)=CCCC(C)CN1CCC(n2nccc2NC(=O)c2cccnc2)CC1 (configuration not stated)	4.0	-0.5	8.1	-2.0	2.1	3.3	i	2.0	-0.1
